PLC-gamma1 inh: PLC-gamma1 (human) inhibition, primary screen | P19174 | purified PLC-gamma1, fluorogenic substrate, fluorescence | inhibition, % at 12.2 µM | hit rate 0.84% among 370,000 | AID 720700; in the data active = inhibition above about 9.5%
GAA850 FXN act: activators of GAA850 frataxin (FXN) promoter; HEK293 lucGAA850 FXN promoter luciferase reporter, 24 h; percent of 10 µM SAHA response; activation, % at 6 µM; hit rate 0.56% among 360,000; AID 540364;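 active = activation above the average of all compounds screened plus 3 SD, cutoff fixed separately per campaign, cut at about 7.5% in these data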;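 also: 0% = DMSO wells and 100% = 10 µM SAHA wells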
hcDAF-12 act: H. contortus DAF-12 activation, primary screen | HEK293 hcDAF-12 lit1-tk-luc reporter, luminescence; 0% DMSO, 100% Δ7-dafachronic acid | hit rate 1.4% among 370,000 | activation, % at 6.8 µM;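 active = activation above the mean of all tested compounds plus 3 SD, cut at about 5.5% in these data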;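 also: 100% = response to 3 µM Δ7-dafachronic acid high control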
sPLA2-III inh: Blocks human group III sPLA2 activity; Q9NZ20; inhibition, % at 12.2 µM; QFRET BODIPY PC-A2 liposome hydrolysis, fluorescence; AID 743126; hit rate 0.56% among 370,000;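 active = inhibition above mean plus 3 SD of compounds lying within the high and low control bounds, cut at about 19% in these data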;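 also: 0% = median of test compound wells and 100% = no enzyme DMSO wells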
ADAM17 inh: ADAM17 inhibition, QFRET primary screen; P78536; inhibition, % at 6.95 µM; recombinant ADAM17, EDANS/DABCYL FRET peptide cleavage; hit rate 0.83% among 370,000;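 active = inhibition above the mean of compounds lying between control limits plus 3 SD, set per campaign, cut at about 8.5% in these data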;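 also: 0% = DMSO-only wells as the low control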
PLC-beta3 inh: inhibitors of human phospholipase C beta3; hit rate 0.18% among 370,000; Purified PLC-beta3, fluorogenic substrate, fluorescence; inhibition, % at 12.2 µM; in the data active = inhibition above about 11%;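 also: 0% = median of compound wells on plate and 100% = full blocker control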
hgDAF12 agonist: activates the H. glycines DAF-12 receptor ligand-binding domain | HEK293 GAL4-hgDAF12 UAS-luciferase reporter, agonist luminescence; normalized to butyrate control | activation, % at 6.8 µM | hit rate 1.8% among 370,000;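 active = activation above a cutoff set at the mean of all screened compounds plus 3 SD, cut at about 10% in these data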;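 also: 0% = DMSO wells and 100% = sodium butyrate wells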
DAX1 inh-1: inhibits human nuclear receptor DAX1; HEK293 Gal4-DAX1 luciferase reporter, luminescence; hit rate 0.99% among 340,000; AID 504766; inhibition, % at 6.75 µM;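 active = inhibition above the mean over all tested compounds plus 3 SD, cut at about 4.2% in these data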;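 also: 0% = DAX1-transfected cells with DMSO and 100% = empty-vector control cells with DMSO; inhibition shows as a rise in luminescence from relieved DAX1 repression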
Target sequence (P51843 207-470 limits assumed): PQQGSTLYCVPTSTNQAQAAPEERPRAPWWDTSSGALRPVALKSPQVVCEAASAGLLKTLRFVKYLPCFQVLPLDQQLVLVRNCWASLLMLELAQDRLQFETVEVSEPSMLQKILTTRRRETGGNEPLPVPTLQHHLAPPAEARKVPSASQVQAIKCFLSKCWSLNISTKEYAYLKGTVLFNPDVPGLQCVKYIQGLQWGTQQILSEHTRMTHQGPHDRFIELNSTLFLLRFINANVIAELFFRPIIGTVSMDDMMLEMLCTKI
ssDAF-12 act: S. stercoralis DAF-12 activation, primary screen | HEK293 ssDAF-12/GRIP1 lit1-tk-luc reporter, luminescence; % of 3 µM dafachronic acid response | activation, % at 6.8 µM | hit rate 1% among 370,000 | AID 652126;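 active = activation above the mean over all tested compounds plus 3 SD, cut at about 0.9% in these data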;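 also: 0% = DMSO-only wells and 100% = 3 µM delta7-dafachronic acid wells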
ADAM10 inh: inhibits human ADAM10; inhibition, % at 7 µM; hit rate 0.62% among 370,000; AID 720582; recombinant ADAM10, EDANS/DABCYL FRET peptide cleavage, 3 h;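 active = inhibition above a per-campaign cutoff equal to the mean of compounds falling between control-based bounds plus 3 SD, cut at about 20% in these data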;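 also: 0% = DMSO wells while the 100% control is not disclosed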
Target sequence (O14672 214-748 limits assumed): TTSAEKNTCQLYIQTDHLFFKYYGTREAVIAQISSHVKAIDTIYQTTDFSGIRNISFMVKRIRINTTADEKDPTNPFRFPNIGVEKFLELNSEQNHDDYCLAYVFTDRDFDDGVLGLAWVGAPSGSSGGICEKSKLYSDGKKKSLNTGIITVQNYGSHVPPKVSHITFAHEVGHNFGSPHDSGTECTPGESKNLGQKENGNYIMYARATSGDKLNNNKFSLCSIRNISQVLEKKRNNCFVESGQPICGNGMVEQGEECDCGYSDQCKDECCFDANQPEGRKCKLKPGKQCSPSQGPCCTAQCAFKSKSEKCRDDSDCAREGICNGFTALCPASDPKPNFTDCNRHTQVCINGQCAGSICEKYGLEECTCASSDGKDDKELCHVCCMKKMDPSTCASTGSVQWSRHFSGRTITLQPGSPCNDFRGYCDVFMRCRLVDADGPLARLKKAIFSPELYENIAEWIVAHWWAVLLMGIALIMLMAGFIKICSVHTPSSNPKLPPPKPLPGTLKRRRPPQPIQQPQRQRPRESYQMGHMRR
DAX1 inh-2: inhibitors of DAX1 repression of SF-1 activated StAR promoter | HEK293T StAR-luciferase reporter, SF-1/DAX-1 repression relief | inhibition, % at 6.8 µM | hit rate 1.1% among 370,000 | AID 652010;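 active = inhibition above the mean over all tested compounds plus 3 SD, cut at about 3.6% in these data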;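 also: 0% = DAX-1 cells with DMSO and 100% = cells lacking DAX-1 with DMSO; higher inhibition means more luminescence from relief of DAX-1 repression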
* marks the source's active call; other numbers are inactive results; i = inactive; . = not tested or not shown.

The first 2 compounds, to show the layout:
SMILES	PLC-gamma1 inh	GAA850 FXN act	hcDAF-12 act	sPLA2-III inh	ADAM17 inh	PLC-beta3 inh	hgDAF12 agonist	DAX1 inh-1	ssDAF-12 act	ADAM10 inh	DAX1 inh-2
Cc1cc(-c2nnc(CCC(=O)N(C)C(C)c3cccs3)o2)no1 (configuration not stated)	4.0	2.7	0.9	-4.0	-0.2	-5.3	1.1	2.1	-0.6	2.9	0.0
Clc1ccc(-n2nnnc2-c2ccccc2)cc1Cl	2.2	4.2	-2.7	-1.6	2.7	0.5	3.0	0.8	-1.3	4.0	-0.4

Main list, previewed entries included:
SMILES	PLC-gamma1 inh	GAA850 FXN act	hcDAF-12 act	sPLA2-III inh	ADAM17 inh	PLC-beta3 inh	hgDAF12 agonist	DAX1 inh-1	ssDAF-12 act	ADAM10 inh	DAX1 inh-2
Cc1cc(-c2nnc(CCC(=O)N(C)C(C)c3cccs3)o2)no1 (configuration not stated)	4.0	2.7	0.9	-4.0	-0.2	-5.3	1.1	2.1	-0.6	2.9	0.0
Clc1ccc(-n2nnnc2-c2ccccc2)cc1Cl	2.2	4.2	-2.7	-1.6	2.7	0.5	3.0	0.8	-1.3	4.0	-0.4
O=C(Nc1ccc2c(c1)OCO2)c1cccc(Cl)c1	2.3	1.0	-0.1	2.2	-3.1	-2.5	9.0	2.9	-0.3	1.2	1.8
Cc1c(C(=O)c2ccc([N+](=O)[O-])cc2)c(=O)n(C)c(=O)n1C	4.2	1.5	2.0	-6.0	3.5	5.1	-5.9	-0.4	-1.2	6.5	-0.5
CC(C(=O)N1CCCc2ccccc21)N1CCN(S(=O)(=O)c2ccccc2F)CC1 (configuration not stated)	1.9	2.2	-0.9	-6.0	-4.3	-0.8	-1.7	0.1	-1.3	3.0	-0.3
Cc1nc2ccccn2c1C(=O)Nc1ccc(Cl)cc1	-2.9	1.9	3.0	2.8	-4.7	1.7	7.9	-0.8	-0.8	-9.5	1.5
O=C(Nc1ccccc1)c1ccn[nH]1	0.4	4.1	4.7	-2.9	-1.7	2.7	7.7	4.3*	0.0	-3.9	2.3
Brc1ccc(N=C/C=C/C=C/Nc2ccc(Br)cc2)cc1	-2.6	0.8	-0.1	3.0	-4.2	-5.1	0.2	0.7	-0.4	-3.1	0.7
Cc1ccc(N(Cc2cc3cc(C)ccc3[nH]c2=O)S(=O)(=O)c2ccccc2)cc1	-2.6	1.9	2.3	-0.9	-5.0	1.8	1.0	-0.5	-1.6	-9.8	-0.8
COc1ccc2c(c1)N(C)C(=O)CC(c1ccccc1)=N2	-0.4	-1.9	-2.5	4.5	-2.7	-1.8	2.0	-0.1	-0.3	8.3	-1.3
CCN(CC)c1ccc(/C=N/NC(=O)Cc2cccs2)cc1	-21.4	0.5	-3.0	5.4	-40.8	-18.9	0.8	-0.3	-1.3	-133.8	0.1
Cc1cccc(N(C(=O)CNC(=O)c2cccs2)C(C(=O)NC2CCCC2)c2ccncc2)c1 (configuration not stated)	3.0	-1.8	-1.2	-3.4	1.5	-0.8	-0.1	1.9	-1.6	-0.3	-0.6
CC12CN3CC(C)(CN(C1)C3c1ccc3c(c1)OCO3)C2=O (configuration not stated)	0.1	-2.2	0.5	17.2	-2.9	-1.0	-1.2	0.4	0.1	4.4	1.1
COc1ccc(CNC(=O)Nc2ccc3c(c2)c(=O)n(C)n3Cc2cccc(C(F)(F)F)c2)cc1	-400.0	-0.6	-2.2	-20.8	-365.9	i	-2.5	.	-1.6	i	-1.6
OC(c1ccccc1)c1nc(/C=C/c2ccccc2)cs1 (configuration not stated)	3.6	2.5	4.7	-12.5	4.2	3.8	15.7*	.	-1.1	9.0	3.3
CC(NC(=O)C1CCN(S(=O)(=O)N2CCCCCC2)CC1)c1ccccc1 (configuration not stated)	1.1	0.6	-2.5	-1.4	-2.2	7.7	0.8	-1.2	-1.2	1.0	-0.4
Cc1ccc(-c2nnc(SCC(=O)N/N=C/c3ccccc3C(=O)O)n2-c2ccccc2)cc1	-2.1	.	-1.5	-15.3	-2.8	1.6	5.3	.	-1.4	-4.5	-0.5
CCCOc1cccc(C2/C(=C(/O)c3ccc4c(c3)CC(C)O4)C(=O)C(=O)N2CCN2CCOCC2)c1 (configuration not stated)	-0.5	1.9	-1.4	-10.0	-2.1	-13.9	-1.3	-0.3	-0.9	-3.6	-0.1
Nc1nc2nc(-c3cccs3)cc(C(F)(F)F)n2n1	i	3.9	-0.2	2.9	i	i	-1.0	-1.2	-1.8	i	2.2
CCOc1ccccc1NC(=O)C1CCCN1S(=O)(=O)c1ccccc1C(F)(F)F (configuration not stated)	-0.1	-0.6	-2.7	4.0	-1.2	-5.7	-2.0	-0.6	-2.0	-8.8	-1.4

Reformatted: entries from further up
Structure | PLC-gamma1 inh | GAA850 FXN act | hcDAF-12 act | sPLA2-III inh | ADAM17 inh | PLC-beta3 inh | hgDAF12 agonist | DAX1 inh-1 | ssDAF-12 act | ADAM10 inh | DAX1 inh-2
CCCOc1cccc(C2/C(=C(/O)c3ccc4c(c3)CC(C)O4)C(=O)C(=O)N2CCN2CCOCC2)c1 (configuration not stated) | -0.5 | 1.9 | -1.4 | -10.0 | -2.1 | -13.9 | -1.3 | -0.3 | -0.9 | -3.6 | -0.1
O=C(Nc1ccccc1)c1ccn[nH]1 | 0.4 | 4.1 | 4.7 | -2.9 | -1.7 | 2.7 | 7.7 | 4.3* | 0.0 | -3.9 | 2.3
COc1ccc2c(c1)N(C)C(=O)CC(c1ccccc1)=N2 | -0.4 | -1.9 | -2.5 | 4.5 | -2.7 | -1.8 | 2.0 | -0.1 | -0.3 | 8.3 | -1.3
Cc1cc(-c2nnc(CCC(=O)N(C)C(C)c3cccs3)o2)no1 (configuration not stated) | 4.0 | 2.7 | 0.9 | -4.0 | -0.2 | -5.3 | 1.1 | 2.1 | -0.6 | 2.9 | 0.0
Clc1ccc(-n2nnnc2-c2ccccc2)cc1Cl | 2.2 | 4.2 | -2.7 | -1.6 | 2.7 | 0.5 | 3.0 | 0.8 | -1.3 | 4.0 | -0.4

The results go on.
SMILES	PLC-gamma1 inh	GAA850 FXN act	hcDAF-12 act	sPLA2-III inh	ADAM17 inh	PLC-beta3 inh	hgDAF12 agonist	DAX1 inh-1	ssDAF-12 act	ADAM10 inh	DAX1 inh-2
CCN1CCCC1CNC(=O)C(=O)NCCc1ccc(OC)c(OC)c1 (configuration not stated)	3.1	3.1	-2.1	0.1	0.5	0.8	-0.7	2.4	-1.5	-3.2	-0.4
Nc1nc(SCc2nc3scc(-c4cccs4)c3c(=O)[nH]2)n[nH]1	1.9	1.0	1.5	-11.4	-0.7	-1.5	4.3	0.3	-0.9	6.8	-0.2
COc1ccc(NC(=O)c2cc(-c3ccco3)nc3ccccc23)cn1	-191.0	1.4	1.3	-4.8	-69.5	-219.8	-1.4	-0.1	-0.7	-232.4	0.6
CNC(=O)c1ccc(NC(=O)Nc2ccccc2)cc1	-2.9	5.8	1.0	-5.4	-2.6	-1.7	4.9	2.0	-0.9	3.3	0.0
O=S(=O)(c1ccc(C(F)(F)F)cc1)N1CCCc2nc(-c3ccc(F)cc3)ccc21	-4.7	.	2.7	-0.2	-4.4	-6.6	3.6	.	-0.9	-10.5	0.2
COc1ccccc1NC(=O)c1csc2c1CCCC2	2.1	0.1	-1.2	-3.3	2.3	4.3	3.6	0.1	-0.5	7.6	-0.2
COc1ccccc1NS(=O)(=O)c1ccc2oc(SCC(C)=O)nc2c1	3.7	1.4	-2.7	-35.4	-2.5	-1.9	-3.5	-0.1	-0.9	-0.8	-0.3
O=C(COC(=O)CNC(=O)c1ccc(Cl)c([N+](=O)[O-])c1)NNC(=O)c1ccccc1F	3.3	1.0	-0.2	4.1	-2.4	-0.6	1.5	-0.1	-0.4	0.6	0.7
N#Cc1cncc(-c2ccc3c(c2)OCCOCCOCCOCCOCCO3)n1	-117.8	1.3	0.7	18.6	2.2	-160.1	-1.9	2.0	-1.4	-0.6	0.0
CCN(CC)c1ccc(C(=O)N/N=C(\C)c2cccc(OC)c2)cc1	-51.5	1.5	-1.6	3.8	-3.1	-68.8	1.5	0.5	-1.1	-10.9	-0.1
CCOc1ncccc1C(=O)OCC(=O)N1CCN(S(=O)(=O)c2ccc(Cl)cc2)CC1	3.5	-0.7	1.1	2.4	-5.5	0.8	1.3	0.8	-1.0	2.4	0.5
Cc1ccc(N(C(=O)CCl)C(C(=O)NC2CCCCC2)c2cccnc2)cc1C (configuration not stated)	9.4	.	-2.1	-37.5	6.0	4.2	-5.9	.	-2.1	16.4	-1.5
COc1ccc(OC)c(Nc2nc(NCCC(C)C)nc(N)c2[N+](=O)[O-])c1	1.3	1.6	-1.7	1.1	-0.8	-1.2	0.4	-0.5	-1.6	3.5	0.2
CC(=O)Nc1ccc(OCC(O)CN2CCN(c3cccc(Cl)c3)CC2)cc1 (configuration not stated)	2.9	2.9	-1.5	-0.8	-6.8	-4.5	0.4	0.5	-1.2	-4.9	-0.1
Cc1ccc(Oc2cnc3ccccc3n2)cc1	3.0	0.3	1.6	1.9	-0.4	-1.3	1.8	1.9	-0.9	6.8	0.2
O=C(c1ccc(COc2ccccc2Br)cc1)N1CCCCCC1	0.4	3.6	-0.6	-19.4	3.0	0.0	-0.4	-0.8	-0.9	7.8	-0.2
O=C(CCN1C(=O)/C(=C\c2ccccc2)SC1=S)NCCCN1CCOCC1	-1.9	-0.8	3.4	-3.3	-2.9	-12.0	0.8	0.1	-0.7	-4.1	2.7
CCOc1ccc(CCNC(=O)C2CC=CCC2C(=O)OC(C)C)cc1OCC (configuration not stated)	1.9	-1.7	-1.9	-1.1	1.5	-4.0	1.2	0.8	-1.2	1.5	0.0
Cc1scc(C(=O)N/N=C/c2ccc(Cl)s2)c1C	1.4	4.4	8.2*	-4.2	2.0	1.1	14.2*	6.2*	-0.2	-3.1	3.3
N/C(Cc1ccc(Cl)c(Cl)c1)=N\OC(=O)c1cccs1	9.1	-0.2	-0.9	-6.7	3.2	11.5*	3.9	0.2	-0.7	-2.8	-0.7
c1ccc2c(c1)c1c(c3ccccc32)CN2CCCC2C1 (configuration not stated)	-68.9	2.3	5.2	-5.7	-53.3	-79.5	2.0	-0.1	0.1	-212.5	0.6
Cc1cc(Nc2ccccc2)n(C(=O)c2ccccc2)n1	1.5	4.3	-0.7	-0.3	-0.2	2.0	6.3	2.0	-1.1	4.8	0.4
c1ccc(Cc2nnc3sc(-c4cccnc4)nn23)cc1	1.0	2.3	-2.1	-4.9	-6.2	-0.3	-0.8	-0.7	-1.4	-3.9	-0.2
c1ccc(CNc2c(C3CCNCC3)nc3scc(-c4ccccc4)n23)cc1	-6.7	.	2.9	11.9	-1.3	-4.4	2.2	.	0.2	-14.1	-0.3
O=S(=O)(Cc1cc(-c2ccccc2Cl)no1)c1ccccc1	-1.9	4.5	2.5	-17.9	3.9	2.9	6.4	2.0	-1.0	3.0	1.6

From PubChem
